# VLA-4 inh: inhibition in a human VLA-4 binding assay; inhibition, % (about 7 µM as worked out from the volumes in the protocol); 330,000 tested, 0.2% active; AID 2557; VLA-4 expressing cells, ligand binding flow cytometry; in the data active means inhibition above about 50%
# HCV core dimer: HCV core protein dimerization inhibition | TR-FRET GST/Flag-core106 dimerization, 1536-well | inhibition, % at 5 µM | 300,000 tested, 0.33% active;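 active means inhibition above the mean of all tested compounds plus 3 SD, set per screening campaign, cut at about 45% in these data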
#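 test system = GST/Flag-tagged HCV core106 proteins | probe or stimulus = Eu donor and XL665 acceptor anti-tag antibodies | times = compound-protein-antibody incubation 4 h at 22.5 °C | signal = TR-FRET, excitation 340 nm, emission 617 and 671 nm | measure = percent inhibition of core106 dimerization signal | controls = wells lacking GST-core106 and wells with excess unlabelled core106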
# PP1 counter: counter-screen for PP5 inhibitors: inhibitors of human PP1-alpha. P62136. purified PP1alpha, OMFP fluorescence. inhibition, % at 6.7 µM. 320,000 tested, 0.9% active. AID 2235;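 active means inhibition above the mean inhibition of all tested compounds plus 3 SD, computed separately for each screening campaign, cut at about 15% in these data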
# Target sequence (P62136 whole entry, looked up): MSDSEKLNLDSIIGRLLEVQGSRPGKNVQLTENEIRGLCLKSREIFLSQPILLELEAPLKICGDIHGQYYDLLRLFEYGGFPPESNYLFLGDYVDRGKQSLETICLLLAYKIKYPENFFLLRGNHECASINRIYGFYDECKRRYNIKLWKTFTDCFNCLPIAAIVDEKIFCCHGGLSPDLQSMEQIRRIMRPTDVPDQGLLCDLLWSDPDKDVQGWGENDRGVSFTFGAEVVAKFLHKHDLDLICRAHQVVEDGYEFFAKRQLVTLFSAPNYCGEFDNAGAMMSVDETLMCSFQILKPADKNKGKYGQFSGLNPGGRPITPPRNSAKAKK
# Fh CTSL1 inh: cathepsin L1 inhibition, PFM18AAP counter-screen; recombinant F. hepatica cathepsin L1, Z-Leu-Arg-MCA fluorescence; inhibition, % at 5.96 µM; 300,000 tested, 0.49% active; AID 1906;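 active means inhibition above the mean of all tested compounds plus 3 SD, set per screening campaign, cut at about 17% in these data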;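 further: 0% = plate median of test compound wells and 100% = 1 µM Z-Phe-Ala-diazomethylketone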
# proCasp3 act: activates human procaspase-3. recombinant procaspase-3 D3A, Ac-DEVD-pNA absorbance 405 nm. 330,000 tested, 0.11% active. AID 463141. P42574. activation, % at 8.5 µM;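 active means activation above the mean of all tested compounds plus 3 SD, cut at about 21% in these data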;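 further: 0% = DMSO alone and 100% = DMSO wells spiked with extra 5 µM PC-3 D3A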
#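 Evaluation: percent activation relative to control range; Material: Procaspase-3 D3A mutant, all three cleavage aspartates alanine; Compound: single dose, 8.5 µM nominal compound, 0.8% DMSO; Replication: one well per compound; Signal: absorbance at 405 nm, 0 and 120 min; Schedule: 1 h preincubation plus 2 h reaction at 25 °C.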
# GRK2 aptamer HTS: inhibitors of human GRK2 displacing RNA aptamer. P25098. bead flow cytometry, FAM-aptamer displacement from GRK2. inhibition of aptamer binding, % at 10 µM. 330,000 tested, 0.59% active;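 active means inhibition of aptamer binding above 40%, roughly 3 SD of noise, on plates passing a quality check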;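 further: median bead fluorescence of bound FAM aptamer so fluorescent compounds give negative values; no value below 0 was filed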
# PP5 inh: inhibitors of human protein phosphatase 5 (PP5); P53041; purified PP5c, OMFP substrate fluorescence; inhibition, % at 6.7 µM; 320,000 tested, 0.18% active; AID 1987;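 active means inhibition above the campaign's mean inhibition across all tested compounds plus 3 SD, cut at about 9.5% in these data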;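 further: 0% = DMSO only and 100% = 100 µM cantharidin control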
# Target sequence (P53041 whole entry, looked up): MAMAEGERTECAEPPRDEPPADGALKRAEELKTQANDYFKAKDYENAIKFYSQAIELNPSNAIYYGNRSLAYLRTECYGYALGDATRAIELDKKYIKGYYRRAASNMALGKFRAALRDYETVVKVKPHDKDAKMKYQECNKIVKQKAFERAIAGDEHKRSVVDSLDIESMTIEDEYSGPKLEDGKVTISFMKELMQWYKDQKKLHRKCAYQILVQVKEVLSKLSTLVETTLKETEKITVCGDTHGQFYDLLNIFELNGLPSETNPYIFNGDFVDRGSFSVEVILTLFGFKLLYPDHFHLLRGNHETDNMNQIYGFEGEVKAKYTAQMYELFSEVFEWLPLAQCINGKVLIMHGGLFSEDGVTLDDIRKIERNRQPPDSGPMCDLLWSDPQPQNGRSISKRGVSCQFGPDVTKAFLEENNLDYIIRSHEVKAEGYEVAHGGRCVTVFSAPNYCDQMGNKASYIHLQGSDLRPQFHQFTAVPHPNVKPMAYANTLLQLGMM
# proCasp7 act: counter-screen: procaspase-7 (human) activation. 330,000 tested, 0.093% active. activation, % at 8.5 µM. recombinant procaspase-7, Ac-DEVD-pNA absorbance 405 nm; D23A/D198A/D206A triple mutant, cannot self-cleave; scale: DMSO 0, 5 µM enzyme 100;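 active means percent activation above the screen-wide mean plus 3 SD, cut at about 25% in these data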
#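 Material: Procaspase-7 triple mutant (PC-7 D3A) | Quantity: 2 µM procaspase-7 mutant as dispensed | Reagent: DEVD-pNA substrate | Times: 1 h preincubation, 2 h reaction | Technique: 405 nm absorbance of p-nitroaniline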
# GASC-1 inh: blocks human GASC-1 demethylase activity; Q9H3R0; GST-JMJD2C(1-420) H3K9me3 demethylation, DELFIA europium; inhibition, % at 2.35 µM; 330,000 tested, 0.069% active;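 active means more than half of a compound's replicate wells show inhibition beyond 50%, single wells judged on their own value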;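 further: signal counts dimethyl H3K9 product captured on neutravidin plate; 0% = median of DMSO wells and 100% = 0.3 times that DMSO median; strong numbers were not always called active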
# Numbers without * were called inactive; nt = not tested or not shown.
SMILES,VLA-4 inh,HCV core dimer,PP1 counter,Fh CTSL1 inh,proCasp3 act,GRK2 aptamer HTS,PP5 inh,proCasp7 act,GASC-1 inh
COc1cccc(-c2nc(CS(=O)(=O)CC(=O)NCCCOC(C)C)c(C)o2)c1,18,1,-1,-2,2,0,1.1,4,5
COc1ccc(CNC(=O)CSc2n[nH]c(C)c2[N+](=O)[O-])cc1,-8,-2,0,-4,1,1,3.1,15,1
Cc1cc(C)c(OCC(=O)N(Cc2ccc(N(C)C)cc2)C2CCS(=O)(=O)C2)c(C)c1 (configuration not stated),5,2,-1,-1,-4,4,1.8,3,6
CCOC(=O)C1=CC[C@@H](c2cccc(C)c2)N(S(=O)(=O)c2ccc(C)cc2)[C@H]1C(=O)OCC,5,nt,3,nt,6,1,2.4,8,-1
CC(=O)c1cccc(NC(=O)N2C3CCC2CC(NC(=O)C2CC2)C3)c1 (configuration not stated),-2,-8,-1,1,-1,5,-2.0,8,-21
O=C(CCn1c(=O)oc2ccccc21)Nc1ccc(C(=O)O)cc1,-4,-8,-1,5,-1,0,-0.5,3,21
O=C(CCN1C(=O)[C@@H]2Cc3ccccc3CN2C1=O)N[C@H](Cc1ccccc1)C(=O)O,11,4,-1,-2,-2,0,0.2,1,3
O=C(O)C1CCCN1S(=O)(=O)c1ccc(F)cc1 (configuration not stated),9,3,-1,2,1,0,-1.6,-5,-3
CC1CCCN(C(=O)c2ccc(COc3ccccc3Br)cc2)C1 (configuration not stated),3,15,5,4,-4,0,3.9,3,-16
CCOC(=O)c1nn(C)c(C)c1Cl,-6,-6,0,-3,5,5,-0.9,-3,-12
O=C1N=C(N2CCCC2)S/C1=C\c1ccccc1,-7,-2,-8,10,-6,5,1.4,-2,-4
O=S(=O)(CCN1C=CC(C(F)(F)F)=NCC1)c1ccc(F)cc1,24,-3,-2,-1,-3,0,-0.8,8,-2
COc1ccc(C(=O)NCCNC(=O)c2ccc(C)nc2)cc1,10,4,-1,-4,3,3,1.3,3,-3
CC1CCN(C(=O)c2[nH]cnc2C(=O)Nc2ccon2)CC1,14,nt,-7,nt,6,0,1.3,5,1
COCCN1C(=O)c2ccccc2C(C(=O)NCc2ccco2)C1c1c[nH]c2ccccc12 (configuration not stated),9,-4,-1,4,-2,2,-2.3,-4,7
COc1ccc(N2CCN(C(=O)NCc3cccc(OC)c3)CC2)cc1,3,-10,3,0,-3,0,2.4,-2,-8
CS(=O)(=O)N(Cc1ccccc1)c1ccc(C(=O)Nc2ccc(C(N)=O)cc2)cc1,-12,-1,-3,-3,-6,0,-2.8,-3,-2
c1ccc(-c2ccnc3ncnn23)nc1,13,2,-2,0,8,3,2.6,9,-5
CC(=O)c1c(C)nc2sc3c(=N)n(N)cnc3c2c1-c1ccc(Cl)cc1,3,0,0,1,2,0,-1.2,0,-4
CC(C)(C)C(=O)Nc1nc(C2CCCN2S(=O)(=O)c2ccc(Cl)cc2)cs1 (configuration not stated),12,-2,10,3,3,1,0.7,7,1
COc1cccc(OCc2cc(C(=O)NCCc3cccc(C)n3)no2)c1,7,4,-3,-3,8,8,0.0,6,3
O=C(c1cccnc1)C1Cc2ccccc2C1=O (configuration not stated),31,1,-1,2,-14,0,1.4,-17,6
COCc1c(C(=O)N/N=C/c2ccco2)nnn1-c1nonc1N,4,2,-1,0,-4,2,0.7,4,0
COc1cc2nc(CN3CCOCC3)n(CC(=O)N3CCCCCC3)c(=O)c2cc1OC,2,0,-5,-5,-5,4,3.5,0,-5
CC(C)Oc1ccc(C(=O)O)c(C(=O)O)c1,0,-5,-4,1,-6,0,2.9,-1,-7
CCN(C(=O)CN1C(=O)S/C(=C\c2ccccc2OC)C1=O)C1CCS(=O)(=O)C1 (configuration not stated),15,6,-7,0,-1,5,1.4,3,6
CCOc1cc(/C=C2/C(=N)N3OC(C)=CC3=NC2=O)ccc1OC(=O)c1ccco1,28,-2,1,-3,5,0,2.9,7,4
CCCCC(=O)Nc1sc(C(=O)N(CC)CC)c(C)c1C(=O)OC,-1,6,-8,-1,-6,2,-1.1,-4,4
CCc1cccc(C)c1NC(=O)CSc1n[nH]c(N)n1,8,nt,nt,nt,13,100*,nt,-4,5
CN1CCC(N(C)C(=O)c2cc(-c3ccc(F)cc3)nc3ccccc23)CC1,0,nt,nt,nt,11,0,nt,-5,-3
CC(C(=O)OCC(=O)Nc1ccc(S(=O)(=O)N2CCCCC2)cc1)N1C(=O)c2ccccc2C1=O (configuration not stated),1,21,1,-3,4,0,6.0,-2,-6
CCCCCN(C(=O)CCC(=O)OCC(=O)c1ccc(CCC)cc1)c1c(N)n(CCCC)c(=O)[nH]c1=O,7,7,3,11,-6,0,2.6,0,12
CCn1c(SCC(=O)c2ccc3ccccc3c2)nnc1-c1ccco1,7,9,5,-2,9,0,3.2,-4,7
COc1ccc2c(c1OC)C(=O)N(c1ccccc1)C2=O,5,-1,-3,2,-2,1,1.1,-5,-2
O=C(COC(=O)CCc1ccc(S(=O)(=O)N2CCOCC2)cc1)Nc1ccccc1[N+](=O)[O-],13,nt,nt,nt,6,1,nt,10,nt
O=C(NNC(=O)C1CC(c2cccs2)=NO1)NC1CCCCC1 (configuration not stated),-13,1,-6,-3,7,3,-1.6,8,2
Cc1ccc(C(=O)NNC(=O)CSc2nnc3ccccn23)cc1,6,nt,nt,nt,5,1,nt,4,-2
Cn1c(Cn2c(=O)sc3ccccc32)nnc1SCC(=O)NCc1ccc2c(c1)OCO2,-11,-2,-5,0,0,3,-0.2,0,2
NC(=O)c1ccc(C2SCC(=O)N2Cc2ccccc2)cc1 (configuration not stated),10,0,-3,0,5,0,2.2,-3,-2
CCOC(=O)c1c(NC(=O)CSc2nc3ccccc3o2)sc(C(C)=O)c1C,-10,16,0,1,10,51*,1.1,5,-10
COC(=O)c1cccc(N(C(=O)c2ccco2)C(C(=O)NC2CCCC2)c2ccc(N3CCOCC3)cc2)c1 (configuration not stated),-1,-1,-4,2,-8,1,2.0,3,1
O=C(NC1CCS(=O)(=O)C1)C1C2CC3CC(C2)CC1C3 (configuration not stated),-7,-11,0,1,-5,0,-0.8,-2,8
C[C@@]12C(=O)Nc3ccc(F)cc3C(=O)N1[C@H]1c3cc(Cl)ccc3OC[C@@H]1[C@@H]2c1ccccc1,0,nt,nt,nt,1,8,nt,15,19
CCCCOc1ccc(-c2nnn(CC(=O)NCCc3c[nH]c4ccccc34)n2)cc1,-4,3,1,-3,7,2,0.6,-15,5
N#CC1=C(N)OC2=C(C(=O)CCC2)C1c1ccsc1 (configuration not stated),-1,-2,2,-5,6,2,-0.3,-7,nt
O=C(Nc1ccc(OCc2ccccc2)cc1)Nc1ccccc1C(=O)NCCCN1CCOCC1,8,-3,-4,-3,5,1,2.7,-1,-4
COc1ccc(N2C(=O)C(Cl)=C(Nc3ccccc3O)C2=O)cc1,-1,-6,-1,50*,-18,0,-0.1,-30,-4
COC(=O)c1ccccc1N(Cc1ccccc1)S(C)(=O)=O,10,-2,-3,-2,6,0,3.7,6,3

# Next section (three carried over from the part before).
SMILES,VLA-4 inh,HCV core dimer,PP1 counter,Fh CTSL1 inh,proCasp3 act,GRK2 aptamer HTS,PP5 inh,proCasp7 act,GASC-1 inh
O=C(Nc1ccc(OCc2ccccc2)cc1)Nc1ccccc1C(=O)NCCCN1CCOCC1,8,-3,-4,-3,5,1,2.7,-1,-4
COc1ccc(N2C(=O)C(Cl)=C(Nc3ccccc3O)C2=O)cc1,-1,-6,-1,50*,-18,0,-0.1,-30,-4
COC(=O)c1ccccc1N(Cc1ccccc1)S(C)(=O)=O,10,-2,-3,-2,6,0,3.7,6,3
O=C(CCN1C(=O)/C(=C/c2ccc(F)cc2)SC1=S)NCCCn1ccnc1,10,4,-1,0,-11,0,-4.2,-19,81
CCOC(=O)CSc1nnc(CNC(=O)c2ccc(OC)cc2)n1Cc1ccccc1,-3,1,3,0,6,3,4.4,-10,4
COc1ccc(C(=O)NNC(=O)c2ccc(S(=O)(=O)N3CCOCC3)cc2)cc1,16,1,-5,4,2,1,-0.6,4,20
CC(CCc1ccccc1)NC(=O)CCN1N=C(c2ccccc2)CCC1=O (configuration not stated),2,1,-7,-3,-1,2,1.2,11,1
c1csc(-c2csc(-c3cccs3)n2)c1,30,-13,2,3,-6,0,5.5,2,2
Cc1csc(OCC(=O)Nc2ccc(C)c(C)c2)n1,20,-5,-2,-2,-5,3,1.4,-12,-4
CC(=O)c1ccc(N(C(=O)CS(=O)CC(=O)Nc2ccc(F)cc2)C(C(=O)NC2CCCCC2)c2cccs2)cc1 (configuration not stated),-1,0,10,-1,2,0,1.6,-3,-5
O=C(C1CC=CCC1)N1CCN(C(=O)C2CC=CCC2)CC1 (configuration not stated),11,-1,0,3,-2,1,0.5,-2,-25

# Three consecutive entries from above, quoted:
SMILES,VLA-4 inh,HCV core dimer,PP1 counter,Fh CTSL1 inh,proCasp3 act,GRK2 aptamer HTS,PP5 inh,proCasp7 act,GASC-1 inh
Cc1csc(OCC(=O)Nc2ccc(C)c(C)c2)n1,20,-5,-2,-2,-5,3,1.4,-12,-4
CC(=O)c1ccc(N(C(=O)CS(=O)CC(=O)Nc2ccc(F)cc2)C(C(=O)NC2CCCCC2)c2cccs2)cc1 (configuration not stated),-1,0,10,-1,2,0,1.6,-3,-5
O=C(C1CC=CCC1)N1CCN(C(=O)C2CC=CCC2)CC1 (configuration not stated),11,-1,0,3,-2,1,0.5,-2,-25

# Compounds were not picked by outcome; 2.6% or so of the library scored in one or more.
